# RXFP1 agonist = qHTS Assay for Agonists of the Relaxin Receptor RXFP1; Potency, µM (titrated, usually from 57.5 µM), for inactives: at the highest dose activation, actives largely listed as activators; 0.3% of 370,000 active; AID 2676, 2010; HEK293T-RXFP1 cAMP TR-FRET, 30 min; response scale: percent of porcine relaxin response, buffer zero; Relaxin receptor 1 (Homo sapiens), Q9HBX9; note: potency is the fitted concentration of half-maximal effect; % is set by controls: 0 for no effect and ±100 for the full control effect; nearly all actives have a fitted effect of over 60% in size; many of its hits are not listed in these tables
#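 cAMP rise read by TR-FRET after 30 min, 37C compound exposure (up to 58 uM) in RXFP1-transfected HEK293 cells with Ro 20174 present. EC50 from Hill-equation fits, with 29 nM porcine relaxin as 100% and buffer as basal.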
# D2 PAM = HTS Assay for Positive Allosteric Modulators of the Human D2 Dopamine Receptor: Primary Screen for Potentiators. HEK293 T-REx D2, calcium flux, EC20 dopamine potentiation. potentiation, % at 10 µM. 0.34% of 340,000 active;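 active = potentiation over 3 SD above the plate norm, cut at about 30% in these data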; note: 0% is about no effect
# Target sequence (P14416 whole entry, looked up): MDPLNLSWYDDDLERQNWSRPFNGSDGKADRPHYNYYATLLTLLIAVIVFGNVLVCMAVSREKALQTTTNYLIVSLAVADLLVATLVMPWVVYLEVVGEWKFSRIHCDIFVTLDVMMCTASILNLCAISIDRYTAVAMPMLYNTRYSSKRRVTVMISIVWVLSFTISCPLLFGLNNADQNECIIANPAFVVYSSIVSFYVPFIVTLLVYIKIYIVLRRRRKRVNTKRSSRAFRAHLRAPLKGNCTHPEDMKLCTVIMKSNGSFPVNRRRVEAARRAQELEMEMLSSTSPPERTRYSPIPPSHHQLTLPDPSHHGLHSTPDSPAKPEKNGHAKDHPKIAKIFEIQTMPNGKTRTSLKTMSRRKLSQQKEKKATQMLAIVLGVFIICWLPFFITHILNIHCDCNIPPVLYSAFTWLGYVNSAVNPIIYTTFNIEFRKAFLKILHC
#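 Calcium flux readout, no-wash dye, 1 read/s. Inducible HEK293 Trex D2 line, overnight 30 C. Compound alone 180 s (agonist flags), then EC20 dopamine, another 180 s to score potentiation.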
# Vif-APOBEC3F blk = qHTS for Inhibitors of Vif-A3F Interactions: qHTS; HeLa A3F-eYFP + Vif (tagged APOBEC3F with the HIV-1 protein that degrades it), YFP fluorescence increase; Potency, µM (top dose mostly 46.1 µM), inactives show top-dose activity, negative = active; 0.2% of 390,000 active; AID 602313, 2012; note: potency is the fitted concentration of half-maximal effect; % of control where 0% means no effect; nearly all actives have a fitted effect of over 65% in size
#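 Fluorescence increase (Ex 488/Em 500-530) after overnight compound treatment at 37 deg C flags inhibition of Vif-driven A3F-eYFP loss in stable HeLa A3F-eYFP/Vif cells seeded overnight beforehand.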
# Glioma ERSR ind = qHTS for Inducers of the Endoplasmic Reticulum Stress Response (ERSR) in Human Glioma: qHTS; 0.02% of 420,000 active; U87-MG GRP78 promoter luciferase reporter, 16 h; Potency, µM, inactives show at the highest dose activation, hits mostly activators; note: potency is the fitted concentration of half-maximal effect; series mostly up to about 76 µM; % of control where 0% means no effect; nearly all actives have a fitted effect of over 35% in size
#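 Stably transfected U87-MG human glioma cells carrying a GRP78-based luminescent sensor were seeded at 1000 cells/well, pin-dosed with compounds and incubated 16 h. Luciferase reagent was then added, and end-point luminescence was read after 10 min at room temperature.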
# Vif-A3G inh = qHTS for Inhibitors of Vif-A3G Interactions: qHTS | DNA dC->dU-editing enzyme APOBEC-3G (Homo sapiens), Q9HC16 | 0.076% of 410,000 active | HeLa A3G-eYFP + Vif (tagged APOBEC3G with the HIV-1 protein that degrades it), YFP fluorescence, overnight | Potency, µM (series often up to 46.1 µM), without a hit: top-dose activity, negative = active, actives largely listed as inhibitors;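 note: potency is the fitted concentration of half-maximal effect; % is set by controls: 0 for no effect and ±100 for the full control effect; nearly all actives have a fitted effect of over 60% in size; hits raise eYFP signal because A3G escapes Vif-driven loss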
#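 Read-out is eYFP fluorescence (Ex 488/Em 500-530) from Vif-expressing HeLa A3G-eYFP cells; more signal means A3G escaped Vif-mediated degradation. Cells plated overnight, compound pinned in, incubated overnight at 37 deg C.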
# D1 ag = Allosteric Agonists of the Human D1 Dopamine Receptor: qHTS; HEK293 T-REx D1 cells, calcium flux, agonist mode; activation, % at 2 µM; D(1A) dopamine receptor (Homo sapiens), P21728; 1% of 360,000 active; in the data active = activation above about 30%; note: 0% is about no effect
# Target sequence (P21728 whole entry, looked up): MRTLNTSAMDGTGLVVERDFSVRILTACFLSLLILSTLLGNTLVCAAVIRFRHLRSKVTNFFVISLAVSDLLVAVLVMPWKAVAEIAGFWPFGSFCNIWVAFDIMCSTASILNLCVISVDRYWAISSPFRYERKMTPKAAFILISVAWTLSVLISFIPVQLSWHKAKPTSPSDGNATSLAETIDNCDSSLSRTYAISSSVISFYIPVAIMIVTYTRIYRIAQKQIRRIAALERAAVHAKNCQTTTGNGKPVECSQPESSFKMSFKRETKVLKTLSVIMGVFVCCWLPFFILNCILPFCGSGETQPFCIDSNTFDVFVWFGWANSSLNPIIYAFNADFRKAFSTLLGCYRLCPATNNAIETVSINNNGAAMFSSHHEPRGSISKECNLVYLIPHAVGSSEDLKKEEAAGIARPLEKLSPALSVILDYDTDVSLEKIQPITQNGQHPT
#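 Agonism was scored from calcium flux recorded over 180 s (1 read/s) after pintool compound addition, following a 10-cycle baseline. Cells were inducible force-coupled HEK293 TREx D1, plated overnight at 30 C and loaded with no-wash calcium dye.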
# D1 PAM = Potentiators of Human D1 Dopamine Receptor: qHTS; HEK293 TREx D1 cells, calcium flux, dopamine EC20 potentiation; potentiation, % at 10 µM; D(1A) dopamine receptor (Homo sapiens), P21728; AID 504651, 2011; 0.036% of 360,000 active; in the data active = potentiation above about 30%; note: 0% is about no effect
# D1 antagonist = Antagonist of Human D 1 Dopamine Receptor: qHTS. HEK293 TREx D1 cells, calcium flux, dopamine EC80; stronger effect = lower value. activity change, negative = inhibition, % at 10 µM. 3.2% of 360,000 active. AID 504652, 2011; in the data active = activity change below about -30%; note: % is set by controls: 0 for no effect and ±100 for the full control effect
#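 Inducible Hek293 Trex D1 cells (tetracycline, overnight, 30 C). Calcium dye 30–90 min RT. Antagonist mode: EC80 dopamine added after 180 s compound read.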
# RXFP1 antag = qHTS Assay for Antagonists of the Relaxin Receptor RXFP1 | 0.59% of 350,000 active | HEK293-RXFP1, relaxin-stimulated cAMP HTRF, 30 min; stronger effect = lower value | activity change, negative = inhibition, % at 57.5 µM | Relaxin receptor 1 (Homo sapiens), Q9HBX9;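 active = activity change of -60% or lower, but not beyond a set lower limit; inconclusive = change between -60% and -40%, or beyond the set limit; inactive = change above -40%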; note: % is set by controls: 0 for no effect and ±100 for the full control effect
# Starred values were filed as active, the others as inactive; ? = inconclusive; . = not tested or not shown. Unless noted, calls come from the whole dose curve; as a rule, active = well fitted curve in the direction sought with a large enough effect; inconclusive = small, poorly fitted or top-dose-only effect, or another doubt; inactive = no such curve, though single readings can be large; an effect the other way counts as inactive or inconclusive. Only part of the results is shown, so the mix of outcomes need not match the whole.
SMILES,RXFP1 agonist,D2 PAM,Vif-APOBEC3F blk,Glioma ERSR ind,Vif-A3G inh,D1 ag,D1 PAM,D1 antagonist,RXFP1 antag
CCCCS(=O)(=O)c1sc2nc3c(cc2c1N)CCCC3,4.9%,1.2,-9.2%,6.2%,-4.7%,13.0,-7.3,-23.4,-10.2
Cc1cc2nc(C(F)(F)F)[nH]c(=O)n2n1,-0.6%,2.9,.,-6.8%,-0.5%,0.1,-0.5,8.6,-21.8
CNC(=O)C(C)Sc1ccc(S(=O)(=O)N2CCOCC2)cn1 (stereo not given),2.8%,5.2,1.9%,-4.0%,0.9%,2.2,3.5,8.1,0.9
CC(=O)Oc1ccc(NC(=O)C2CCCCC2)c(C(=O)O)c1,-0.8%,-3.0,0.1%,-0.4%,2.1%,1.1,8.8,-3.8,2.9
S=c1[nH]nc(-c2ccccc2)n1/N=C/c1ccc(-c2ccccc2Cl)o1,3.9%,-4.2,5.1%,1.0%,1.5%,0.0,-3.6,-3.6,.
O=C1NCCCN1Cc1ccc(Cl)cc1,4.5%,10.9,9.5%,-2.5%,3.7%,6.0,5.2,6.3,2.8
C[C@H]1CN([C@@H](C)CO)S(=O)(=O)c2ccc(Br)cc2O[C@H]1CN(C)S(=O)(=O)c1ccccc1,.,.,0.9%,-5.9%,-0.5%,.,.,.,17.4
CCOc1ccc(S(=O)(=O)NCCCl)cc1,0.8%,1.3,-1.4%,-0.6%,2.1%,7.1,1.6,-10.5,4.1
CC1CCCCN1Cc1nc2c(c(=O)n(C)c(=O)n2C)n1CCCc1ccccc1 (stereo not given),.,.,3.2%,-2.3%,-4.2%,.,.,.,-4.0
COc1ccc(CC(=O)Nc2ccc(-c3nc4ccccc4s3)c(C)c2)cc1,?,15.5,-4.1%,-2.4%,4.1%,1.8,0.9,2.7,1.4
Cc1sc2nc(Cc3ccccc3)[nH]c(=O)c2c1-c1ccccc1,?,6.3,8.0%,-5.1%,-1.1%,2.2,6.9,-2.0,9.4
CCCCn1c(SCC(=O)c2ccc3c(c2)OCCO3)nnc1-c1ccoc1C,-1.2%,-6.7,-2.4%,-8.4%,1.8%,0.6,-0.6,-10.9,-10.7
CCCn1c(=N)c(C(=O)NC2CCCCC2)cc2c(=O)n3cc(C)ccc3nc21,-0.9%,-6.9,?,-2.8%,-4.6%,-0.7,0.1,10.3,.
Cc1cc(N2C(=O)C3CC=CCC3C2=O)no1 (stereo not given),1.1%,10.0,1.0%,-0.1%,-5.2%,0.7,1.4,18.2,6.8
Cn1nnnc1NCc1cccc(Cl)c1Cl,4.3%,.,-0.9%,-8.5%,-0.4%,1.2,3.0,11.1,-25.5
C/C(Cc1ccccc1)=N\NC(=O)CNC(=O)c1cccc(Br)c1,1.1%,-4.2,1.8%,-2.1%,-3.4%,1.2,-2.5,-15.4,-1.5
COc1cc(/C=N/NC(=O)Nc2cccc3nsnc23)cc(OC)c1OC,3.9%,2.4,-0.4%,-7.0%,-9.2%,6.5,-8.4,8.2,-3.9
CC1CNC(=S)N(c2ccc(F)cc2)C1=O (stereo not given),.,.,18.6%,-2.2%,-0.2%,.,.,.,-8.1
COc1cc(CC(=O)OCC(=O)Nc2cc(S(=O)(=O)N3CCCC3)ccc2Cl)cc(OC)c1OC,0.1%,3.7,-4.6%,-0.9%,0.2%,9.5,6.0,-17.8,-6.8
O=C(NCc1cccc(C(F)(F)F)c1)C1CCN(c2ncccn2)CC1,-0.7%,5.2,-4.2%,-3.4%,-0.5%,0.6,-7.2,-5.5,-2.1
CCOc1cc(C#N)c(NC(=O)c2cccnc2Cl)cc1OCC,0.0%,8.3,-5.1%,-3.2%,-0.7%,-0.8,5.6,0.5,-7.6
CCc1ccc(N2CC(C(=O)N(CC)CC(=O)Nc3c(F)cccc3F)CC2=O)cc1 (stereo not given),.,.,0.7%,-3.6%,5.2%,.,.,.,1.0
CCNC(=O)/C(C#N)=C/c1c(N2CCN(c3ccccc3)CC2)nc2ccccn2c1=O,18.2%,-3.2,0.1%,11.5%,-19.1%,0.1,-6.9,9.5,-16.5
Cc1ccc(C)c(NC(=O)Cn2c([N+](=O)[O-])cnc2C)c1,-1.1%,-2.6,-2.0%,-3.5%,0.5%,-0.8,-0.2,6.6,2.2
Cc1cc(NS(=O)(=O)c2ccc(C3CCCCC3)cc2)no1,-0.6%,.,-4.3%,-2.5%,-0.8%,2.4,0.5,3.4,-13.7
NC(=O)c1ccc(NC(=O)CCNC(=O)c2ccco2)cc1,-0.1%,-8.6,4.6%,-2.2%,4.1%,3.2,0.7,-8.7,5.2
COCCN(C(=O)COC(=O)/C=C/c1cccs1)c1c(N)n(Cc2ccccc2)c(=O)[nH]c1=O,-0.2%,5.7,8.8%,-4.1%,1.6%,4.2,2.2,15.0,5.3
Cc1ccc(OCC(=O)Nc2ccc3nc(SCC(=O)N4CCOCC4)sc3c2)cc1,0.8%,-4.0,-4.9%,-2.3%,-2.0%,4.9,-1.4,-10.8,-5.1
O=C1c2cccnc2C(=O)N1c1cccc(-c2nc3ccccc3o2)c1,1.3%,12.5,-5.9%,-0.1%,0.4%,2.2,1.4,-0.5,-2.4
Cc1noc(C)c1C(=O)Nc1ccc(F)cc1F,-0.8%,18.4,7.2%,-2.1%,0.7%,0.9,-5.1,8.2,-14.3
O=C(O)c1cccc(NC(=O)C2CC(=O)N(Cc3ccccc3)C2)c1 (stereo not given),1.6%,2.9,8.5%,-1.9%,-2.3%,2.4,4.7,5.7,-2.2
CCOC(=O)c1cc(NC(=O)c2cccs2)ccc1N1CCOCC1,-0.8%,-13.7,6.0%,-1.4%,-0.2%,3.4,-3.8,4.6,-10.9
Cc1ccccc1NC(=O)CSc1nc2c(c(=O)n(C)c(=O)n2C)n1Cc1ccccc1F,1.9%,-2.1,.,.,.,-0.5,-2.5,-18.9,3.2
Cc1ccc(CSCC(Nc2ccc(C(=O)O)cc2[N+](=O)[O-])C(=O)O)cc1 (stereo not given),-1.3%,.,3.2%,0.4%,0.1%,1.6,-2.5,-0.9,-4.6
CC(C)N(C(=O)Cn1c(=O)oc2ccccc21)c1ccccc1,-1.7%,4.6,-5.1%,-3.4%,1.3%,3.6,7.8,2.4,-0.8
O=C1c2ccccc2-c2cccnc21,11.1%,7.6,1.0%,-3.8%,-6.5%,0.2,-2.5,-14.7,4.2
Nc1c(S(=O)(=O)c2cccs2)c2nc3ccccc3nc2n1Cc1cccs1,2.6%,-3.4,?,-6.9%,-17.9%,2.9,-8.1,7.3,2.3
CNc1ccc([N+](=O)[O-])cc1,1.7%,-1.5,-0.3%,-1.4%,0.2%,0.3,-2.0,.,.
Cc1cccc(C)c1NC(=O)Cn1c(=O)cc(C)c2c(C)nn(-c3cccc(Cl)c3C)c21,-0.8%,-5.4,-1.3%,-0.1%,-7.2%,0.1,-3.5,-2.1,.
Cc1ccccc1C(=O)NCc1ccc2c(c1)CCN2C(=O)c1ccc(F)cc1,2.4%,8.2,3.0%,-2.2%,-1.8%,8.7,-3.0,-22.0,-6.9
CCN(CC)c1ccc(/C=N/NC(=O)c2nnn(-c3nonc3N)c2CN(C)C2CCCCC2)cc1,.,.,-12.9%,-1.9%,-0.1%,.,.,.,5.9
CCN(CC(=O)Nc1ccccc1OC)C(=O)CCOc1ccc(C(C)(C)C)cc1,2.7%,6.7,-0.9%,-1.5%,0.6%,1.9,8.3,1.6,3.4
N#CCCn1c(=O)n(CCC#N)c2ccccc21,-0.3%,16.1,19.8%,-4.1%,6.9%,0.6,-7.7,-38.3*,-4.1
COc1cccc(OC)c1C(=O)NC(=O)Nc1c(F)c(F)c(F)c(F)c1F,-0.4%,1.2,-5.3%,0.0%,-1.1%,2.6,-1.2,14.6,4.7
COc1cccc(Nc2nc(N)c([N+](=O)[O-])c(N3CCOCC3)n2)c1,-1.8%,-3.3,-0.7%,-2.5%,-4.9%,-0.6,-0.4,18.1,10.3
Cc1ccccc1-c1nnc(SCc2ccc(F)cc2)o1,2.2%,0.0,-4.6%,5.0%,-2.0%,1.6,-5.2,10.3,-3.6
Clc1ccccc1/C=N/NC1=Nc2cccc3cccc1c23,0.5%,-4.1,5.62µM*,-2.0%,?,10.4,5.0,-1.8,-11.8
CC(C)c1ccc(NC(=O)Cc2ccc(NC(=O)N3CCCCc4ccccc43)cc2)cc1,-0.5%,.,-6.9%,-2.2%,3.6%,6.2,-3.0,-1.5,.
COC(=O)c1ccc(-n2c(C)cc(C(=O)CSc3ccc(NC(C)=O)cc3)c2C)cc1,-1.0%,-4.3,-2.9%,0.8%,0.6%,6.1,-6.7,-18.3,-15.1
C=CCN1C(=O)/C(=C/c2ccsc2)SC1=S,-0.3%,7.4,1.1%,-1.7%,0.1%,-0.1,-1.6,-16.7,1.2
COc1cccc(NC(=O)CSC2=Nc3ccccc3C3=NC(CC(=O)NCc4ccccc4OC)C(=O)N23)c1 (stereo not given),0.0%,9.4,2.2%,-2.1%,-2.1%,3.5,-0.6,-2.7,-10.6

# D1 antagonist, hit marks shown above.
structure | RXFP1 agonist | D2 PAM | Vif-A3G inh | D1 ag | D1 PAM | D1 antagonist | RXFP1 antag
N#CCCn1c(=O)n(CCC#N)c2ccccc21 | -0.3% | 16.1 | 6.9% | 0.6 | -7.7 | -38.3* | -4.1

# Source: PubChem (National Center for Advancing Translational Sciences (NCATS))
